# PHOSPHO1 inh: inhibitors of human PHOSPHO1 phosphatase; 1.1% of 290,000 active; inhibition, % at 13.3 µM; Q8TCT1; AID 1565; recombinant PHOSPHO1, absorbance phosphatase assay; in the data active = inhibition above about 60%
# Target sequence (Q8TCT1 whole entry, looked up): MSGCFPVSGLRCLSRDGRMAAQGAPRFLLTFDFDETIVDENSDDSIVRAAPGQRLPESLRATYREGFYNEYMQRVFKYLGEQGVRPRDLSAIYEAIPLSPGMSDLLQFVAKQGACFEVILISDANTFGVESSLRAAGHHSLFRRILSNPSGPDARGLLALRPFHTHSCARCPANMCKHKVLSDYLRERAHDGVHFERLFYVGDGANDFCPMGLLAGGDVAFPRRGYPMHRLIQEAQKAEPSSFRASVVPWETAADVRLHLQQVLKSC
# IMP-1 inhibitor: blocks Pseudomonas aeruginosa IMP-1 metallo-beta-lactamase; purified IMP-1, nitrocefin hydrolysis, epi-absorbance fluorescence; 0.45% of 290,000 active; inhibition, % at 5.6 µM; AID 1556;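 active = inhibition above the mean plus 3 SD of all compounds in the same screening run, cut at about 4.5% in these data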;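 note: 0% = IMP-1 with DMSO and 100% = DMSO wells lacking enzyme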
#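 system = purified recombinant IMP-1 beta-lactamase | amount = 0.2 nM IMP-1, as dispensed | medium = HEPES buffer pH 7.1 with ZnSO4 and Brij 35 | times = 25 °C, 15 min preincubation, 25 min reaction | detection = plate fluorescence quenching by hydrolysis product, ex 480/em 530 nm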
# UBC9 SUMO inh: blocks human SUMOylation mediated by UBC9; AID 2006; P63279; 0.36% of 290,000 active; HTRF SUMOylation assay, SAE1/SAE2 + UBC9, in vitro; inhibition, % at 35 µM; in the data active = inhibition above about 50%, passing the limit was not always enough; note: strong numbers were not always called active
# NS3 helicase inh: blocks Hepatitis C virus NS3 helicase unwinding; NS3 helicase DNA unwinding, Cy5 molecular beacon fluorescence; inhibition, % at 10.9 µM; 0.56% of 290,000 active; AID 1800;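 active = inhibition above the mean of all tested compounds plus 3 SD, set per campaign, cut at about 35% in these data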;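 note: 0% = DMSO wells and 100% = thioflavine S control wells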
#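 assay system = NS3 helicase fragment of HCV | buffer or medium = MOPS pH 6.5, MgCl2, DTT, Tween20, BSA | timing = 60 min unwinding reaction at 25 °C after ATP addition | signal = Cy5 beacon fluorescence read at start and 1 h | read-out basis = % inhibition of unwinding | control set = low DMSO, high thioflavine S at 110 µM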
# IDE act: boosts human insulin-degrading enzyme activity in HEK cells. FAbeta-B cleavage, fluorescence polarization; 0% vehicle, 100% cell-free pure enzyme wells. AID 493087. activation, % at 5.96 µM. 0.073% of 340,000 active;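 active = activation above the mean of all tested compounds plus 3 SD, set per screening campaign, cut at about 17% in these data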
# p-CIP stab down: compounds decreasing mouse p/CIP protein stability. Q05BA5. F442A p/CIP-EGFP cells, EGFP fluorescence, 16 h. decrease of EGFP signal, % at 10 µM. 0.01% of 290,000 active. AID 1984;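 active = EGFP signal decrease of at least 30% at 10 µM or well 3 SD below plate mean, unless failing retest; inactive = the rest, including hits failing retest or dose response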; note: some compounds called inactive have numbers as strong as hits; many of its hits are not listed in these tables
# VIM-2 inh: inhibitors of Pseudomonas aeruginosa VIM-2 metallo-beta-lactamase; purified VIM-2, nitrocefin hydrolysis, epi-absorbance fluorescence; inhibition, % at 5.6 µM; 0.89% of 290,000 active; AID 1527;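 active = inhibition above the mean of all tested compounds plus 3 SD, cutoff set per screening run, cut at about 7.5% in these data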;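 note: red hydrolysis product quenches plate fluorescence so inhibitors raise well fluorescence; 0% = enzyme with DMSO and 100% = DMSO without enzyme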
# MEKK3 PB1 HTS: modulators (inhibitors or enhancers) of MEK5 binding to human MEKK3 PB1 domain | Q99759 | bead-based flow cytometry, Alexa488-MEK5 binding to MEKK3; actives lie on both sides; 0 = blocked by unlabeled MEK5, 100 = vehicle | binding response (% of control), % at 10 µM | 1.4% of 290,000 active | AID 1529;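 active = binding response more than 3 SD above or below the average of its plate-row segment, actives on both sides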;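 note: Alexa488 bead fluorescence after subtracting the streptavidin-only scavenger bead signal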
# Target sequence (Q99759 whole entry, looked up, the tested form may be a part): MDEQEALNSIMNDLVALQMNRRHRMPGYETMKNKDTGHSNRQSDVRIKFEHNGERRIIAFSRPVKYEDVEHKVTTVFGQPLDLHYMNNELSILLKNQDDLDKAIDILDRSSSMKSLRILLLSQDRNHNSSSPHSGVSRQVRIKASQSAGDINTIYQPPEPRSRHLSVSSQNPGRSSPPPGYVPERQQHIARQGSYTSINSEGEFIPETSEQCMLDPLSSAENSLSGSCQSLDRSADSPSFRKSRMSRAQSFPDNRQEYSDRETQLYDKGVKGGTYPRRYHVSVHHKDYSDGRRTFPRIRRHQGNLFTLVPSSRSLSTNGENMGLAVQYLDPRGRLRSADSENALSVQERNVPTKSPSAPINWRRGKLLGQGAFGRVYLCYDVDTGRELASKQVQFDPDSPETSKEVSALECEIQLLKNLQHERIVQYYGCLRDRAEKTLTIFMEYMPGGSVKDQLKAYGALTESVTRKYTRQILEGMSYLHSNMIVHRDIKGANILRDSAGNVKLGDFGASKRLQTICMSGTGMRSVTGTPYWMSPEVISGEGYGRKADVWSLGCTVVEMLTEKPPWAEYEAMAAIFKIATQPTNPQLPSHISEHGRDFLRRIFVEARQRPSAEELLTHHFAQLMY
# FID counter: counter-screen for HCV NS3 helicase inhibitors: DNA intercalator displacement | DNA fluorescent intercalator displacement, fluorescence | inhibition, % at 7.9 µM | 0.17% of 290,000 active | AID 1845; in the data active = inhibition above about 37%;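 note: 0% = vehicle and 100% = reference compound; higher means more ethidium bromide displaced from hairpin DNA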
# * hit, by the source's call; x = no result given; [ ] = remark or other dose. This is a subset; the hit share may differ from the screen's.
# The first 2 compounds, to show the layout:
SMILES,PHOSPHO1 inh,IMP-1 inhibitor,UBC9 SUMO inh,NS3 helicase inh,IDE act,p-CIP stab down,VIM-2 inh,MEKK3 PB1 HTS,FID counter
COc1ccc([N+](=O)[O-])cc1NC(=O)CC1SC(=Nc2cccc(C)c2C)N(/N=C(\C)c2ccc(C)cc2)C1=O (stereo not given),22,-3.3,4,-5,8,-1,-0.6,116,2
Cc1ccc(S(=O)(=O)N(C)C)cc1NC(=O)CSc1nc2ccccc2[nH]1,-13,-3.1,2,-4,3,6,-0.2,92,-7

# Main list, previewed entries included:
SMILES,PHOSPHO1 inh,IMP-1 inhibitor,UBC9 SUMO inh,NS3 helicase inh,IDE act,p-CIP stab down,VIM-2 inh,MEKK3 PB1 HTS,FID counter
COc1ccc([N+](=O)[O-])cc1NC(=O)CC1SC(=Nc2cccc(C)c2C)N(/N=C(\C)c2ccc(C)cc2)C1=O (stereo not given),22,-3.3,4,-5,8,-1,-0.6,116,2
Cc1ccc(S(=O)(=O)N(C)C)cc1NC(=O)CSc1nc2ccccc2[nH]1,-13,-3.1,2,-4,3,6,-0.2,92,-7
COc1ccccc1NC(=O)COc1ccc(C(=O)OCC(=O)N(C(C)C)C(C)C)cc1OC,-3,-2.7,-2,3,0,0,-1.2,92,-20
O=C1c2cccnc2C(O)N1Cc1ccco1 (stereo not given),-4,-4.5,-10,2,-2,-4,-5.6,x,-1
C=CCN1C(=O)/C(=C2/Sc3ccc(OC)cc3N2C)SC1=Nc1cccc(O)c1,50,-4.5,12,2,-2,-7,-0.7,101,-1
O=C(NCc1ccccc1)c1cc(S(=O)(=O)N2CCC3(CC2)OCCO3)ccc1F,10,-2.5,-26,7,7,-10,-0.6,102,-19
C/C(CC(=O)Nc1ccc(N(C)C)cc1)=N\NC(=O)c1ccccn1,10,-9.5,-16,4,1,11,-3.8,85,-5
Cc1ccc(C(=O)Nc2sc3c(c2C(=O)O)CCCCC3)o1,14,0.3,20,29,3,-11,0.5,94,-18
CCOC(=O)C1=C(C)N=C2SCCC(=O)N2C1c1cc(Br)ccc1OC (stereo not given),x,-2.9,x,6,4,x,0.6,101,-8
O=C(Nc1ccccc1)Nc1ccc(S(=O)(=O)N2CCCCC2)cc1,-10,-7.3,-4,-11,0,0,-0.7,106,-9
COC(=O)C(CCSC)NC(=O)c1cc2c(n(-c3ccccc3)c1=O)CCCC2=O (stereo not given),3,-3.5,5,9,1,-14,-4.2,93,-20
CC(c1nnc(SCC(=O)Nc2ccc3[nH]c(=O)[nH]c3c2)n1Cc1ccccc1)N(C)C (stereo not given),25,-2.0,14,3,1,-10,-4.2,99,-4
N#CC1=C(c2ccc(-c3ccccc3)cc2)COC1=O,19,-1.3,28,27,0,-1,-3.6,104,-14
CN(Cc1ccccc1)C(=S)Nc1cccnc1,32,-2.6,-8,-1,6,-2,-0.9,92,1
O=C(N/N=C/c1ccc(Cl)cc1)c1cc(-c2cccnc2)nc2ccccc12,-13,-1.4,16,-7,-6,10,-3.7,102,-16
C=C1CCN([C@H](C(=O)NCc2ccc(Cl)cc2)C(C)C)S(=O)(=O)c2ccccc21,18,x,0,x,-2,-5,x,80*[inhibitor],x
COC(=O)CN(c1cccc(C)c1)S(=O)(=O)c1ccccc1,28,-4.8,19,0,0,-9,-4.7,101,-18
Nc1ccc(C(=O)NCCCSc2ccccc2)cc1[N+](=O)[O-],19,-2.5,-2,5,0,1,-1.7,95,0
CC(C)C[C@@H]1NC(=O)[C@H](Cc2ccc(O)cc2)NC(=O)[C@H](CCC(N)=O)NC(=O)c2cc([N+](=O)[O-])cc(I)c2NCC[C@@H](C(N)=O)NC1=O,14,0.3,2,4,x,9,3.0,98,-33
O=C1C2C3C=CC(C2C(=O)N1c1nccs1)C1C(=O)N(c2nccs2)C(=O)C31 (stereo not given),-11,-0.7,13,-8,3,-10,-1.2,98,-1
O=C(/C=C/c1cccc([N+](=O)[O-])c1)c1ccc2c(c1)OCCO2,-24,-4.9,0,-3,1,5,-4.3,104,1
CC1=C(C(=O)O)N2C(=O)[C@@H](NC(=O)[C@H](N)c3ccccc3)[C@H]2SC1,-28,-1.3,9,-8,x,-13,-2.8,100,-6
NS(=O)(=O)c1ccc(NC(=S)Nc2ccc(Br)c(Cl)c2)cc1,-2,-5.8,18,5,4,5,-2.2,101,3
N#Cc1cn(Cc2cccc(Cl)c2)c2ccccc12,-45,-2.4,-28,-17,8,-4,-1.8,109,-7
CN(C(=O)c1cncc(Br)c1)C1C2CC3CC(C2)CC1C3 (stereo not given),19,-0.3,0,-17,1,-4,1.0,93,-25
CCCCNC(=O)Nc1ccccc1Br,1,-2.8,-4,-6,3,-4,0.1,95,-2
C=CCn1c(SCC(=O)Nc2sccc2C(N)=O)nc2ccccc2c1=O,16,-4.9,-24,-5,0,-19,-2.5,101,-6
O=C(Nc1ccc2ncccc2c1)c1cc(Cl)ccc1Cl,44,-2.1,8,-2,6,9,3.7,87,-2
O=C(Nc1cccc2ccccc12)c1ccc([N+](=O)[O-])cc1,10,2.1,4,41*,1,7,1.4,100,-15
CCCS(=O)(=O)c1c(S(=O)(=O)CCC)c2c(C)cccn2c1C(=O)N/N=C/c1cc(O)cc(O)c1,-40,-1.1,-2,9,5,-3,-2.4,104,-8
NC(N)=Nc1nc(-c2ccccc2)c2ccccc2n1,-13,-2.9,10,-24,4,-4,14*,117,14
O=C(Nc1ccc(S(=O)(=O)N2CCCCCC2)cc1)C1CCCO1 (stereo not given),10,1.6,-11,2,5,-12,0.0,97,-13
CC(C)N(Cc1c(O)ccc2c(=O)c(-c3ccc(Cl)cc3)coc12)C(C)C,3,0.5,30,9,2,5,0.9,105,-9
Cc1ccc2nc(N/N=C/c3ccco3)cc(C)c2c1,29,1.5,8,0,-7,-14,-0.4,103,12
Cc1ccc(CNC(=O)CNC(=O)[C@@H]2Cc3ccccc3CN2)cc1,15,0.6,12,7,5,4,1.8,96,-10
COC(=O)c1c(NC(=O)C2CCCCC2)sc2c1CC(C)(C)NC2(C)C,5,-2.3,6,-59,8,-7,-0.6,105,23
Cn1c(SCC(=O)N/N=C/c2ccccn2)nnc1-c1ccccc1,-4,-2.7,11,-1,-6,-7,-3.5,97,-15
Nc1nnc(SCC(=O)Nc2ccc3c(c2)OCCO3)s1,-7,0.4,9,8,6,2,1.5,98,-9
Cc1ccc(N=CC2=C(O)CC(c3ccc(Cl)cc3)CC2=O)cc1 (stereo not given),-17,-2.1,3,11,5,-9,-0.3,96,-6
O=[N+]([O-])c1ccc(Cl)c2c1C1C=CCC1C(c1ccccn1)N2 (stereo not given),8,0.4,22,22,-4,-6,-1.0,100,10
CCC(C)(C(=O)NC1CCCC1)N(C(=O)CNC(=O)c1ccccc1)c1c(C)n(C)n(-c2ccccc2)c1=O (stereo not given),-10,-3.4,7,0,2,-6,-3.9,102,-37
O=C1NC(c2ccc(Cl)cc2)=COc2ccccc21,38,-2.2,1,-9,1,6,0.4,143*,-7
O=C(CN1CCC(O)(c2ccccc2F)CC1)NCCc1c[nH]c2ccccc12,5,-3.2,0,-14,2,-10,0.7,107,6
Cc1cc(C(=O)O)ccc1NCc1cccnc1,x,-1.4,5,20,3,-5,1.9,99,-1
COCC1CCN(C(=O)c2oc3c(F)cccc3c2C)C1 (stereo not given),x,-4.1,17,-7,0,-2,-1.6,110,-19
O=C(O)c1ccc(NCc2nc3ccccc3n2Cc2ccccc2F)cc1,-8,-2.9,11,7,8,-16,-2.9,110,-39
COc1cc(CNc2nc3ccccc3s2)cc(OC)c1OC,x,-2.8,9,3,3,-18,-1.8,112,-31
COc1ccc2c(c1OC)C(=O)OC2Nc1ncc(Br)cc1Br (stereo not given),5,-1.8,10,-4,-5,0,-0.6,102,-2
O=C1CCCc2ccccc2N1Cc1ccccc1Cl,46,-1.0,-27,-5,5,-10,-1.9,105,-16
O=C1c2ccccc2C(=O)N1CCc1nc(-c2ccncc2)no1,11,-3.1,11,15,-1,-9,-4.0,92,-5
CC(=O)N1CCN(c2ccc(NC(=O)c3ccc4c(c3)OCCO4)cc2)CC1,2,-0.1,12,-6,3,-13,-2.1,103,-9
Cc1cc(C)cc(NC(=O)N(C)Cc2ccccc2)c1,8,-0.8,-29,3,x,-3,-3.9,96,-9

# A section from the list above:
SMILES,PHOSPHO1 inh,IMP-1 inhibitor,UBC9 SUMO inh,NS3 helicase inh,IDE act,p-CIP stab down,VIM-2 inh,MEKK3 PB1 HTS,FID counter
COC(=O)c1c(NC(=O)C2CCCCC2)sc2c1CC(C)(C)NC2(C)C,5,-2.3,6,-59,8,-7,-0.6,105,23
Cn1c(SCC(=O)N/N=C/c2ccccn2)nnc1-c1ccccc1,-4,-2.7,11,-1,-6,-7,-3.5,97,-15
Nc1nnc(SCC(=O)Nc2ccc3c(c2)OCCO3)s1,-7,0.4,9,8,6,2,1.5,98,-9
Cc1ccc(N=CC2=C(O)CC(c3ccc(Cl)cc3)CC2=O)cc1 (stereo not given),-17,-2.1,3,11,5,-9,-0.3,96,-6
O=[N+]([O-])c1ccc(Cl)c2c1C1C=CCC1C(c1ccccn1)N2 (stereo not given),8,0.4,22,22,-4,-6,-1.0,100,10
CCC(C)(C(=O)NC1CCCC1)N(C(=O)CNC(=O)c1ccccc1)c1c(C)n(C)n(-c2ccccc2)c1=O (stereo not given),-10,-3.4,7,0,2,-6,-3.9,102,-37
O=C1NC(c2ccc(Cl)cc2)=COc2ccccc21,38,-2.2,1,-9,1,6,0.4,143*,-7
O=C(CN1CCC(O)(c2ccccc2F)CC1)NCCc1c[nH]c2ccccc12,5,-3.2,0,-14,2,-10,0.7,107,6
Cc1cc(C(=O)O)ccc1NCc1cccnc1,x,-1.4,5,20,3,-5,1.9,99,-1
COCC1CCN(C(=O)c2oc3c(F)cccc3c2C)C1 (stereo not given),x,-4.1,17,-7,0,-2,-1.6,110,-19
O=C(O)c1ccc(NCc2nc3ccccc3n2Cc2ccccc2F)cc1,-8,-2.9,11,7,8,-16,-2.9,110,-39
COc1cc(CNc2nc3ccccc3s2)cc(OC)c1OC,x,-2.8,9,3,3,-18,-1.8,112,-31
COc1ccc2c(c1OC)C(=O)OC2Nc1ncc(Br)cc1Br (stereo not given),5,-1.8,10,-4,-5,0,-0.6,102,-2
O=C1CCCc2ccccc2N1Cc1ccccc1Cl,46,-1.0,-27,-5,5,-10,-1.9,105,-16

# Bioassay records as filed in PubChem.
